# mouse EphA4 binding: EphA4 ligand-binding antagonists – biochemical, colorimetric, mouse EphA4, primary screen (AID 689) | EphA4-AP binding to KYL peptide, pNPP A405; higher % means a stronger effect | inhibition, % at 10 µM, or IC50 in µM where a hit was titrated | hit rate 0.1% among 62,000; in the data active = a potency from the dose series; inactive = the rest, 99 in 100 with inhibition below about 22%
# * hit, by the source's call; & = joins results of further samples. An excerpt. The share of hits here may be higher or lower than overall.
SMILES,mouse EphA4 binding
COc1ccc(-n2nc3cc(C)c(NC(=O)C(C)C)cc3n2)cc1,-1.3%
CC1Cc2cc(C3(O)C(=O)c4ccccc4C3=O)ccc2N1 (centres undefined),-14.0%
O=C(O)c1cccnc1NC1CCCC1,-0.8%
O=C1NCCCC1C(=O)N1CCN(C(c2ccccc2)c2ccccc2)CC1 (centres undefined),-9.7%
O=C(NCC1CCN(c2ccc(S(=O)(=O)N3CCOCC3)cc2)CC1)c1ccc(Cl)cc1,-11.4%
COc1ccc(C2C(C(C)=O)=C(O)C(=O)N2c2cccnc2)c(OC)c1 (centres undefined),41.6%
COc1cccc(-c2cc(C(=O)NCCc3ccccc3)no2)c1,9.3%
CCCCNC1CCS(=O)(=O)C1 (centres undefined),12.0%
CCN(CC)S(=O)(=O)c1cc(C(=O)Nc2ccncc2)ccc1Cl,-2.5%
CCOC(=O)CN1C(=O)C(CC)Oc2ccc(Cl)cc21 (centres undefined),-6.9%
O=C1COc2ccccc2CN1,-16.0%
CCN(CC)c1ccc(C2C(C(=O)OC(C)C)C(=O)CC(C)(O)C2C(=O)OC(C)C)cc1 (centres undefined),-8.3%
COc1cc(C2Nc3ccccc3C(=O)N2c2ccc(F)cc2)cc(OC)c1OC (centres undefined),9.2%
CC1(C)CC(=O)C(C(=S)Nc2ccccc2)=C(NCCN2CCOCC2)C1,-13.8%
O=C1c2ccccc2S(=O)(=O)N1CC(O)Cn1c2ccccc2c2ccccc21 (centres undefined),11.5%
FC(F)(F)c1ccc2c(c1)nc1n2CCCC1,-8.8%
CCC(=O)OCc1cc2cccc(C)c2[nH]c1=O,-1.4%
CCOc1c(Br)cc(/C=C2\C(=O)NC(=O)N(c3cccc(C)c3)C2=O)cc1OC,1.8%
Cc1ccc2nc(-c3cccc(NC(=S)NC(=O)c4ccco4)c3)oc2c1,-4.8%
CCn1c2ccccc2c2cc(N=C3SC(CC(=O)Nc4ccccc4OC)C(=O)N3C)ccc21 (centres undefined),-6.4%
O=C(Nc1ccccc1)Nc1nnc(-c2ccccc2)s1,-4.9%
CCOC(=O)N1CCN(c2c(N3CCN(c4cccc(C)c4C)CC3)c(=O)c2=O)CC1,-6.4%
Cc1c(C(=O)O)oc2ccc(S(=O)(=O)NCc3ccc4c(c3)OCO4)cc12,-2.1%
O=C(CCSCCc1ccncc1)NCCCN1CCOCC1,-1.5%
COc1ccc(N(CC(=O)NC(C)c2ccccc2)S(C)(=O)=O)cc1 (centres undefined),-5.2%
O=C(/C=C/c1ccco1)Nc1ccc(O)cc1C(=O)O,9.3%
O=C1/C(=C/c2cccc(Br)c2)SC(=S)N1CCCC(=O)N1CCCc2ccccc21,-2.8%
O=[N+]([O-])c1ccc(C2CCCC/C2=N\OCc2cccc(F)c2)c([N+](=O)[O-])c1 (centres undefined),9.2%
O=C(Nc1cccc([N+](=O)[O-])c1)c1ccc2nc(N3C(=O)CCC3=O)sc2c1,-6.1%
CCOC(=O)C(C)Sc1nnc(Cc2cc(=O)[nH]c(=O)[nH]2)n1-c1cccc(OC)c1 (centres undefined),8.8%
Cc1cc(C)nc(N2CCCC(C(=O)NCCc3ccc(F)cc3)C2)n1 (centres undefined),4.8%
CCOc1ccccc1Nc1nnc(SCC(=O)Nc2cc(C)on2)s1,0.9%
CC(=O)c1cnc2nc(C)nn2c1C,-8.8%
Cc1ccccc1Cn1nc(C)c(NC(=O)c2cc(-c3cccs3)on2)c1C,-6.5%
COc1cc(NC(=O)c2cccc(F)c2)c(OC)cc1NC(C)=O,17.1%
CC1=C(C(=O)Nc2cc(Cl)ccc2C)C(c2ccccc2Cl)NC(=O)N1 (centres undefined),2.2%
COc1ccccc1-c1c(C(F)(F)F)oc2cc(OC(=O)c3cccc([N+](=O)[O-])c3C)ccc2c1=O,10.9%
O=C1CC(C(=O)Nc2ccc(C(=O)O)cc2)C(c2ccccc2)O1 (centres undefined),-7.4%
COc1ccc(-n2nc(C(=O)NCC(=O)Nc3ccccn3)c3ccccc3c2=O)cc1,-8.4%
CCOc1cc(OCC)cc(C(=O)Nc2ccc(N3CCOCC3)cc2)c1,-2.8%
Cc1ccc(C)c(NC(=O)C(C)CC2COCCO2)c1 (centres undefined),-5.0%
CCCCCn1c(S(=O)(=O)O)nc2ccccc21,7.2%
CC(=O)Nc1nc(C)c(Cc2ccccc2)c(=O)[nH]1,-0.1%
CCn1c(=O)cc(SCC(=O)N2CCN(C(=O)c3ccco3)CC2)c2ccccc21,-11.5%
CCOc1ccc(/C(O)=C2\C(=O)C(=O)N(CCOCCO)C2c2ccccc2OC)cc1 (centres undefined),-4.5%
CCCOC(=O)c1ccc(NC(=O)c2cccc([N+](=O)[O-])c2)cc1,-4.1%
COc1ccccc1CC(=O)Nc1nccs1,-2.8%
COC(=O)[C@H](C)NC(=O)NCc1ccccc1F,-8.4%
Cc1cc(OCC(=O)NCc2ccccc2)cc(C)c1Cl,-14.1%
CSc1nc2nc3c(c(=O)n2[nH]1)CN(Cc1ccccc1)CC3,3.2%
Cc1ccc(S(=O)(=O)N(CC(O)CN2C(=O)NC(C)(C)C2=O)c2ccccc2)cc1 (centres undefined),-2.0%
Cn1c(=O)c(-[n+]2ccccc2)c([O-])c2ccccc21,-5.5%
CC(NC(=O)c1ccccc1F)C(=O)O (centres undefined),-10.2%
CC1CCN(C(=O)Cc2nn(C)c(=O)c3ccccc23)CC1,8.6%
Cc1nn(-c2ccccc2)c(Cl)c1/C=C/C(=O)c1ccccc1,6.3%
O=C(CNCC1CCCO1)Nc1ccccc1N1CCOCC1 (centres undefined),-17.1%
Cc1ccc(Oc2ccc(NC(=O)CCC(=O)OCC(=O)c3cccs3)cc2)cc1C,-5.0%
Cc1ccc(C(=O)Nc2c(C(=O)NCc3ccco3)cnn2-c2ccccc2)cc1,20.5%
COc1ccc(-n2nc3c(c2NC(=O)c2cc(Br)ccc2Cl)CS(=O)C3)cc1 (centres undefined),0.4%
COCCN1C(=O)c2ccccc2C(C(=O)NCc2ccco2)C1c1c[nH]c2ccccc12 (centres undefined),22.0%

# 4 entries drawn at random from those above, as already listed:
SMILES,mouse EphA4 binding
COc1ccc(-n2nc(C(=O)NCC(=O)Nc3ccccn3)c3ccccc3c2=O)cc1,-8.4%
Cc1cc(OCC(=O)NCc2ccccc2)cc(C)c1Cl,-14.1%
COc1ccc(-n2nc3c(c2NC(=O)c2cc(Br)ccc2Cl)CS(=O)C3)cc1 (centres undefined),0.4%
Cc1ccccc1Cn1nc(C)c(NC(=O)c2cc(-c3cccs3)on2)c1C,-6.5%

# (cont.)
SMILES,mouse EphA4 binding
O=C(NCCCNc1ccc(C(F)(F)F)cc1[N+](=O)[O-])c1cc(F)c(F)cc1Cl,0.2%&-7.2%
Cc1c(Cl)cccc1NC(=O)Cn1cnc([N+](=O)[O-])n1,-7.9%
CC(C)(C)c1cc(NC(=O)COC(=O)C2CC2)n(-c2ccccc2)n1,-8.8%
COC(=O)c1c(C)oc2cc(Br)c(O)cc12,-8.6%
O=C(N/N=C/c1cccnc1)c1ccc([N+](=O)[O-])cc1,-14.9%
O=c1cc[nH]c2cccc(Cc3ccccc3)c12,-11.5%
O=C(Cc1c(O)c2ccccc2[nH]c1=O)OC1CCCCC1,-9.8%
Cc1cc(C)c(S(=O)(=O)c2ccccc2)c(N(C)C)n1,-9.0%
CCOc1ccccc1NS(=O)(=O)c1c(C)noc1C,1.9%
Cc1cccc(OCCn2cc(/C=C3/SC(=S)N(C)C3=O)c3ccccc32)c1,-4.5%
O=C(Nc1ccccc1F)c1ccc2nc(N3C(=O)CCC3=O)sc2c1,-12.0%
O=C(Cc1cccs1)Nc1nc(-c2ccccc2)cs1,-5.3%
CNC(=S)NN(c1ccccc1)c1ccccc1,-7.3%
Cc1ccc(SCC(=O)N2CCCC2)cc1,-2.7%
CCCCOC(=O)c1ccc(NC(=O)c2cc(Cl)ccc2[N+](=O)[O-])cc1,10.7%
COc1cc(NC(=O)Cc2ccc(Cl)cc2)ccc1NC(=O)c1ccco1,-2.2%
CCC/C(O)=C1\C(=O)CC(C)(C)CC1=Nc1ccccc1OC,-10.5%
Cc1ccc(C(C(=O)NCc2ccco2)N(CC2CCCO2)C(=O)Cn2nnc3ccccc32)cc1 (centres undefined),-20.4%
c1ccc(-n2ncc3c2ncn2cnnc32)cc1,-1.4%
O=C(NCCc1ccccc1)c1noc2c1CCCCC2,7.2%
COc1cccc(C(=O)O/N=C/c2ccc(Sc3ccc(C)cc3)nc2)c1,-10.4%
Cc1cc(C)n(CCCNCC(O)c2ccccc2)n1 (centres undefined),-13.3%
COc1cccc(-c2nc(CS(=O)(=O)CC(=O)NCCCOC(C)C)c(C)o2)c1,-1.6%
Cc1cccc(CCNc2nc3ccccc3n3nnnc23)c1,-5.3%
Cc1ccc2[nH]c(=O)c(CN(Cc3cccnc3)C(=O)c3ccncc3)cc2c1,-21.9%
CCC(c1nnnn1CC1CCCO1)N(CCCO)Cc1cc2cccc(C)c2[nH]c1=O (centres undefined),-6.0%
O=C(COc1ccc(/C=N/NS(=O)(=O)c2ccccc2)cc1)NCCc1ccccc1,-0.8%
Cc1nn(C(C)C(=O)O)c2ccccc12 (centres undefined),0.2%
COc1ccc(N2C(=O)C3CCCN3C2c2ccccc2)cc1Cl (centres undefined),-14.3%
COCCNC(=O)COc1ccc(C)cc1C,-1.5%
COc1ccc(CCNC(=O)/C=C/c2ccc(C)cc2)cc1OC,-7.4%
CCN(CC)c1ccc(CN(C(=O)c2cc(OC)c(OC)c(OC)c2)C2CCS(=O)(=O)C2)cc1 (centres undefined),-10.6%
Cc1ccc2c(c1)N(CC(=O)NC1CCCc3ccccc31)C(=O)CO2 (centres undefined),39.2%
COC(=O)C1=C(C(C)=O)C(c2ccc(C(=O)OC)cc2)n2nnnc2N1 (centres undefined),-29.4%
Fc1ccc(NCc2cccnc2)cc1,-5.9%
O=c1cc(N2CCN(c3ccccc3)CC2)[nH]c(=O)n1-c1ccccc1Cl,-15.5%
C1=C(c2cccc3ccccc23)N2CCN=C2S1,-9.5%
COc1cccc(NC(=O)CN(C)S(=O)(=O)c2ccc(C)cc2)c1,-11.9%
O=C1Nc2ccc(F)cc2C12SCCS2,-5.5%
Cc1ccc(C(OC(=O)c2ccco2)C(=O)NC2CCCCC2)cc1 (centres undefined),-12.6%
CC(C)OC(=O)c1cccnc1N1CCN(c2ccc(F)cc2)CC1,-12.8%
CC(C)(C)NC(=S)Nc1ccccc1,-7.7%
CCCNC(=O)N1CCN(S(=O)(=O)c2ccc(C)cc2)CC1,-1.5%
COc1ccc2c(Cl)c(C(=O)N3CCN(CCN4C(=O)c5cccc6cccc(c56)C4=O)CC3)sc2c1,-7.7%
CCOC(=O)N1CCN(C(=O)C(C)SCc2ccccc2)CC1 (centres undefined),-7.0%
c1ccc2c(Oc3ccc4c(c3)OCO4)nncc2c1,-9.0%
Cc1ccc2oc(-c3cc(NC(=O)c4ccc5c(c4)OCCO5)ccc3O)nc2c1,-3.5%
CCCCn1nnnc1SCC(=O)Nc1ccc(F)cc1,-14.5%
Cc1cccc(Nc2nc3c(c(=O)n(C)c(=O)n3C)n2CC(O)CO)c1 (centres undefined),4.6%
O=C(Nc1nccs1)c1ccc(S(=O)(=O)NCc2cccs2)cc1,-12.9%
CC(C)c1c(O)nc(SCCN2CCOCC2)[nH]c1=O,1.0%
Cc1cc(C)n2c(Nc3ccc4c(c3)OCCO4)c(-c3ccc(C)o3)nc2n1,-1.0%
COC(=O)c1nc2n(n1)C(c1cc(OC)ccc1OC)C(C(=O)OC1CCCCC1)=C(C)N2 (centres undefined),-0.7%
O=C(NCC(c1cccnc1)N1CCN(c2ccc(F)cc2)CC1)c1ccc2c(c1)OCO2 (centres undefined),-9.1%
CC1(C)CC(=O)C2=C(C1)N(Cc1ccco1)C(=O)NC2(C(F)(F)F)C(F)(F)F,-8.1%
CC1CC(C)(C)CC2(C1)NC(=S)N(c1ccccc1)N2 (centres undefined),-5.7%
COc1ccccc1-n1cc(C(=O)NCC(=O)N2CCN(c3ccccc3)CC2)c2ccccc2c1=O,-8.2%
Cc1n[nH]c(C)c1N1C(=O)c2cccc3c(N4CCCCCC4)ccc(c23)C1=O,25.0%
C=CCN(CC=C)C(=O)C(C)Oc1ccccc1 (centres undefined),-4.3%
CCOC(=O)c1ccc(CNC(=O)Cn2nnc(-c3ccc(C)cc3)n2)o1,-18.2%

# Part of the list above in order of length of the SMILES, smallest number first:
SMILES,mouse EphA4 binding
Fc1ccc(NCc2cccnc2)cc1,-5.9%
CC(C)(C)NC(=S)Nc1ccccc1,-7.7%
O=C1Nc2ccc(F)cc2C12SCCS2,-5.5%
CCCCn1nnnc1SCC(=O)Nc1ccc(F)cc1,-14.5%
CCOC(=O)N1CCN(C(=O)C(C)SCc2ccccc2)CC1 (centres undefined),-7.0%
Cc1cccc(Nc2nc3c(c(=O)n(C)c(=O)n3C)n2CC(O)CO)c1 (centres undefined),4.6%

# Later entries
SMILES,mouse EphA4 binding
O=C(/C=C/c1ccc(Cl)c(Cl)c1)n1cccn1,-10.8%
C=CCn1c(NCCO)nc2c1c(=O)n(C)c(=O)n2C,-2.0%
COC(=O)COc1ccccc1C(N)=O,-19.0%
CSc1ccc(S(=O)(=O)N(CC(=O)Nc2ccc(C)cc2)c2ccc(C)cc2)cc1,-3.5%
CC(C)NC(=O)c1ccc(-c2ccc(Cl)c(C(F)(F)F)c2)o1,-13.3%
COc1ccc(S(=O)(=O)N2CCN(c3c(C)cccc3C)CC2)cc1OC,2.6%
